Screening data as filed in PubChem.
HEK cytotox – Cytotoxic Profiling in HEK 293 Cell Line of Diverse Libraries Using Quantitative High-Throughput Screening. Potency, µM (top dose mostly 115 µM), inactives show top-dose activity change, negative = cytotoxicity, usual class: inhibitors. AID 1345083, 2018. hit rate 6.6% among 94,000. HEK 293 viability, ATP luminescence (CellTiter-Glo), 48-72 h; further: potency means the concentration at half of the fitted maximal effect; nearly all actives have a fitted effect of over 60% in size
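Read-out: CellTiter-Glo ATP luminescence. Cells: HEK 293, 250 cells/well. Exposure: 48 or 72 hr, 37 degree Celsius.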
SNCA expr inhib – Primary qHTS assay for inhibitors of alpha-synuclein gene (SNCA) expression | hit rate 0.17% among 140,000 | HEK-293 SNCA-luciferase knock-in, luminescence, 24 h | Potency, µM (top dose mostly 57.2 µM), for the others: top-dose activity change, negative = inhibition, actives largely listed as inhibitors;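 further: potency means the concentration at half of the fitted maximal effect; plate controls were DMSO cells for no effect and cell-free wells for full effect; nearly all actives have a fitted effect of over 45% in size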
IP6K1 inh – Primary qHTS assay for small molecule inhibitors of Inositol hexaphosphate kinase 1 (IP6K1) | Inositol hexakisphosphate kinase 1 (Homo sapiens), Q92551 | IP6K1 kinase, ADP-Glo luminescence, 2 h; active compounds read low | activity change, % (series mostly up to about 58 µM) | AID 1645851, 2021 | hit rate 0.81% among 140,000; in the data active means activity change below about -25%
Target sequence (Q92551 whole entry, looked up): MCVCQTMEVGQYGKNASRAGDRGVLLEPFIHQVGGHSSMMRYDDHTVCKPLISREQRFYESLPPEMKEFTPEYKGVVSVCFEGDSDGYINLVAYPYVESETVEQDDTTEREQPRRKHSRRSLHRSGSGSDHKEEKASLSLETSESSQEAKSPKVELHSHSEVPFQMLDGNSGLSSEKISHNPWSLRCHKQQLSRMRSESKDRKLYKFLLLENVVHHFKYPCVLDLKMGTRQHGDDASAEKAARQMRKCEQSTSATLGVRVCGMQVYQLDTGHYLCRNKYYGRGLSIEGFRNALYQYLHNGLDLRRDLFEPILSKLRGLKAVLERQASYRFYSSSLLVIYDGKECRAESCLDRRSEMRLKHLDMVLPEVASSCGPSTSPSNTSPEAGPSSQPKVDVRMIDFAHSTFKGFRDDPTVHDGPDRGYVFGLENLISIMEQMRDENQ
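ADP-Glo luminescence measures ADP made by human IP6K1 during a 2 h RT reaction with ATP/IP6 (mix at 1.3 mM/130 uM); top library doses 57.5 and 19.1 uM final.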
HEK293 viab – GF-AFC viability counterscreen for inhibitors of alpha-synuclein gene (SNCA) expression | HEK-293-SNCA-luc viability, GF-AFC fluorescence, 24 h | Potency, µM (highest dose often 57.1 µM), for the others: at the top dose activity change, negative = cytotoxicity, actives largely listed as cytotoxic | hit rate 0.12% among 150,000 | AID 1671193, 2021;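 further: potency means the concentration at half of the fitted maximal effect; 0% = DMSO-treated cells and -100% = medium-only wells without cells; nearly all actives have a fitted effect of over 30% in size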
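HEK-293-SNCA-luc cells (1500/well) plated 24 h, then exposed 24 h to a dilution series; GF-AFC added 30 min at 37C, fluorescence 405/540 nm; normalised to medium-only and DMSO wells, Hill fit.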
GPT2 inh – Primary qHTS assay for inhibitors of Glutamate pyruvate transaminase 2 (GPT2). Recombinant GPT2, coupled pyruvate oxidase/HRP Amplex Red fluorescence. Alanine aminotransferase 2 (Homo sapiens), Q8TD30. hit rate 0.25% among 100,000. Potency, µM (titrated, usually from 57.7 µM), for inactives: at the highest dose activity change, negative = inhibition, hits mostly inhibitors. AID 1671188, 2021; further: potency means the concentration at half of the fitted maximal effect; nearly all actives have a fitted effect of over 60% in size; many of its hits are not listed in these tables
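Recombinant GPT2 (10ng/uL) with 250uM a-KG and 2mM L-alanine, 30 min at room temperature, in HEPES pH 7.5 buffer. Pyruvate detected by pyruvate oxidase/HRP/Amplex Red fluorescence after 30 min in the dark; AOA (50uM) as positive control.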
Luciferase inh – Firefly luciferase inhibition profiling of diverse chemical library using quantitative high-throughput screening; Luciferin 4-monooxygenase (Photinus pyralis), P08659; purified P. pyralis luciferase, luminescence, biochemical; Potency, µM (highest dose often 115 µM), inactives show at the highest dose activity change, negative = inhibition, actives largely listed as inhibitors; hit rate 2.5% among 76,000; AID 1347043, 2019; further: potency means the concentration at half of the fitted maximal effect; nearly all actives have a fitted effect of over 65% in size
Target sequence (P08659 whole entry, looked up): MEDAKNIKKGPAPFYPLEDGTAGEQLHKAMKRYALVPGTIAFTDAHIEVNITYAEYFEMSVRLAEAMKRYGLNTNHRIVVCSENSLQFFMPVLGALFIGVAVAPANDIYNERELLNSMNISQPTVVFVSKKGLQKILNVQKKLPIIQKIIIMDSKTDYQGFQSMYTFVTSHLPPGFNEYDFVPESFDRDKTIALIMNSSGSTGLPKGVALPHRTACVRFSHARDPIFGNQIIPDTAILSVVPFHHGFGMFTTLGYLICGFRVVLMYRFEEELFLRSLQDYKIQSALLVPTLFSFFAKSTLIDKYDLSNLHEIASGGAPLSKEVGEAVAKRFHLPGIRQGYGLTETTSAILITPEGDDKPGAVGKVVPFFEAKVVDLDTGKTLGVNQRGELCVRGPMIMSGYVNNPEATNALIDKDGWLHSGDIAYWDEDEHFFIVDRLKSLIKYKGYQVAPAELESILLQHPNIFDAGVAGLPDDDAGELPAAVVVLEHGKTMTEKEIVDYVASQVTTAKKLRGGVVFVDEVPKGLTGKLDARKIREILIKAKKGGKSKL
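Cell-free enzyme assay, 10nM P. pyralis luciferase, luciferin and ATP each at 10uM. Inhibition profiled over a 6-point titration, read as luminescence.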
NIH3T3 tox – Cytotoxic Profiling in NIH 3T3 Cell Line of Diverse Libraries Using Quantitative High-Throughput Screening; AID 1345082, 2018; Potency, µM (top dose mostly 96.7 µM), without a hit: at the highest dose activity change, negative = cytotoxicity, usual class: inhibitors; hit rate 4.3% among 94,000; NIH 3T3 viability, CellTiter-Glo ATP luminescence, 48-72 h; further: potency means the concentration at half of the fitted maximal effect; nearly all actives have a fitted effect of over 55% in size
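Cytotoxicity is measured as loss of cellular ATP: NIH 3T3 cells (400/well) are exposed to compound for 48 or 72 hr at 37 °C, then CellTiter-Glo luminescence is imaged after 10 min at room temperature.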
Numbers without * were called inactive; i = inactive; ? = inconclusive; . = no result given; [ ] = remark or other dose. Unless noted, the call rests on the fitted dose curve; in most records, active means well fitted curve in the direction sought with a large enough effect; inconclusive means small, poorly fitted or top-dose-only effect, or another doubt; inactive means no such curve, though single readings can be large; an effect the other way counts as inactive or inconclusive. Unless noted, on the % scale 0 is the no-effect control and ±100 the full control effect. The list is partial. The share of hits here may be higher or lower than overall.

item	smiles	HEK cytotox	SNCA expr inhib	IP6K1 inh	HEK293 viab	GPT2 inh	Luciferase inh	NIH3T3 tox
1	O=C(Nc1ccc2c(N3CCOCC3)ncnc2c1)c1cccc(Cl)c1	?	10.5%	1.8	-21.3%	-4.4%	-28.9%	7.08µM*
2	Cc1cc2cc(C(=O)N(C)Cc3ccc4nsnc4c3)ccc2o1	-29.7%	15.4%	-31.6*	-13.9%	-39.0%[11.5 µM]	-0.4%	-29.1%
3	Nc1ccc(S(N)(=O)=O)cc1	.	38.9%	9.4	7.6%	-5.7%	.	.
4	CCN1c2cc(C(=O)Nc3ccc(F)c(F)c3)ccc2C(=O)N2CCCC21 (stereo not given)	?	19.4%	44.4	13.4%[12.5 µM]	i	-0.1%	-18.7%
5	COc1ccc(-n2nc(C3CCN(C(=O)c4ccccc4C)CC3)[nH]c2=O)cc1	-10.8%	42.3%[activator]	18.5	-2.1%	?	-14.2%	-20.1%
6	C=C1C(=O)O[C@@H]2C3C(=C(C)[C@@H](O)[C@@H](OC(=O)/C(=C/C)COC(C)=O)[C@@H]12)C(=O)[C@H]1O[C@@]31C (stereo not given in full)	.	.	-5.3	?	i	.	.
7	COc1ccc(C(=O)N2CCC(F)(C(=O)NCC3CC3)CC2)cc1F	-19.6%	-7.2%	11.3	0.6%	i	.	-27.5%
8	Cc1cccc(NC(=O)Cn2c(N3CCC(C)CC3)nc(C)cc2=O)c1	?	-30.2%	16.6	-2.5%	i	9.1%	?
9	CNC(=O)N1CCC(C2CCN(C(=O)Cn3cccn3)C2)CC1 (stereo not given)	i	-2.4%	32.7	-4.1%[12.5 µM]	i	-3.5%	-1.0%
10	Cc1cc(C)c(CNC(=O)c2cc(-c3ccc(CO)cc3)cc3c2OCCN3C)c(=O)[nH]1	89.1µM*	0.1%[87.6 µM]	-2.3	-16.8%[87.6 µM]	i	5.1%[172 µM]	12.6µM*
11	Cc1nc(C)c(C(=O)N2CCCn3cc(-c4ccccc4F)nc32)s1	-10.6%	60.1%[activator]	0.1	-2.9%	i	?	i
12	O=C(N[C@@H]1CCC[C@@H]1C(=O)N1CCCC1)c1ccncc1	i	-19.5%	-2.4	-8.2%	i	0.9%	i
13	Cc1ccc(C(=O)NCc2nnc3c(-c4nc(C5CC5)no4)cccn23)cc1C	?	-11.6%	5.7	1.3%	-2.0%	-12.1%	-28.1%
14	COc1ccc(CNC(=O)CCC2CCCN(C(=O)CCN3CCCCO3)C2)c(OC)c1 (stereo not given)	-22.2%	37.4%	1.7	1.6%	?	-6.1%	-26.1%
15	COCCCNC(=O)c1ccc2c(c1)N(Cc1ccccc1F)C(=O)c1ccccc1S2=O (stereo not given)	.	19.2%	-17.4	-0.4%	.	.	.
16	CC(C)c1nncn1C1CCN(S(=O)(=O)c2cc(F)cc(F)c2)CC1	-2.6%	3.2%	4.4	4.2%	i	-7.0%	-2.4%
17	CCc1ccc(CN2CCC(CNC(=O)C(C)(C)C)CC2)nc1	-31.0%	25.7%	19.8	7.6%	1.6%	-3.0%	-14.9%
18	Cc1ccc(CCNC(=O)Cn2ncc3c(=O)oc4ccccc4c32)cc1	.	16.6%	-0.8	12.6%	.	.	.
19	COCCCNC(=O)c1cn2cc(-c3ccc(OC)cc3)sc2n1	79.4µM*	27.5%[87.6 µM]	2.6	4.6%[87.6 µM]	-11.5%[88.5 µM]	.	39.8µM*
20	Cc1ccccc1C(=O)N1CC2(Cc3ccccc3NC2=O)C1	-29.9%	3.8%	9.9	-4.7%	-23.7%	.	-6.0%
21	CC1(C)CC(=O)c2cc(-c3nc(-c4ccc(Br)cc4)cs3)c(=O)n(-c3ccccc3)c2C1	.	32.5%[activator]	-1.0	?	.	.	.
22	COCCO[C@H]1C(=O)N(C2CCN(C(=O)c3cccnc3)CC2)[C@H]1c1ccncc1	i	-15.8%	20.6	-5.8%	-22.4%	-2.9%	-0.1%
23	N#Cc1cccc(CN2C[C@H](O)C[C@H]2c2nc(-c3ccc(F)cc3)no2)c1	?	107.1%[activator][87.6 µM]	-4.6	-2.6%[87.6 µM]	-4.3%[88.5 µM]	?	?
24	O=C1CN([S+](=O)([O-])C2CC2)CCN1c1ccc(Cl)nn1	5.0%	16.8%	1.3	1.1%	i	.	i
25	CCOc1ccc(-n2c(SCC(=O)Nc3ccc(CC)cc3)nc3c(oc4ccccc43)c2=O)cc1	.	63.7%[activator]	-8.3	-15.7%	.	.	.
26	CN(C)C[C@@H]1CN(Cc2ccccc2)C[C@H]1NC(=O)Cc1cccnc1	-0.4%	6.2%	28.6	-2.1%	0.8%	-0.5%	-15.1%
27	O=C(c1ccc(OC2CCN(C(=O)C3CCCC3)CC2)nc1)N1CCOCC1	-4.7%	6.8%	8.5	2.5%	-9.8%	0.1%	-6.9%
28	Cc1cccc(-c2nc3ccc(C(=O)NCC(F)(F)F)cc3o2)n1	?	?	3.5	7.6%	i	.	?
29	CCc1cccc(C)c1NS(=O)(=O)c1c(C(=O)N2CCCCCC2)c(C)n(C)c1C	.	8.6%	-5.4	-18.6%	.	.	.
30	Cc1cc(C)cc(C(=O)N2CCC(Cc3nc(-c4ccccc4)no3)CC2)c1	?	-4.6%	6.7	6.8%	-7.4%	-4.6%	?
31	O=C(NCc1nc2cccnc2n1Cc1ccc(F)cc1)c1ccccc1C(F)(F)F	.	-0.5%	-7.6	-11.2%	.	.	.
32	CCOC(=O)c1cccc(NC(=O)CCn2ccn3nc4c(c3c2=O)CCCC4)c1	?	0.0%	-6.6	-12.1%	i	5.0%	?
33	COc1ccc(-c2noc(CC(=O)Nc3cc(OC)ccc3OC)n2)cc1	.	21.7%	-11.2	-5.5%	.	.	.
34	COC1C(=O)N(C2CCN(C(=O)c3cnccc3C)CC2)C12CCOCC2 (stereo not given)	-4.8%	-5.3%	-10.2	-2.9%	i	2.7%	2.5%
35	COc1ccccc1CC(=O)N1CCCc2ncc(C(=O)Nc3ccccc3C)cc21	?	-3.8%[87.6 µM]	7.8	6.2%[87.6 µM]	i	-13.3%[172 µM]	-28.7%[138 µM]
36	O=C(N[C@H](c1cccs1)C1CC(O)C1)c1n[nH]c2c1COCC2 (stereo not given in full)	-5.9%	11.9%	9.7	9.9%	-0.4%	-2.2%	3.5%
37	O=C(C1CCCC1)N1CC2(CCN(Cc3ccc(Cl)cc3)C2)OCc2ccccc21 (stereo not given)	?	-20.5%	-11.0	-13.5%	-4.3%	.	?
38	O=C1CCN(S(=O)(=O)c2ccccc2)CCCN(C(=O)CN2CCCC2=O)CCN1	i	0.7%	6.8	-1.4%	0.3%	-3.8%	-7.4%
39	Cc1cccc(-c2ocnc2C(=O)N2CCC3(CC2)CC(O)CCO3)c1 (stereo not given)	0.5%	19.2%	6.7	-8.7%[12.5 µM]	4.9%	-1.4%	i
40	CCCNC(=O)N1CCCCC1CCn1cc(-c2ccccc2)nn1 (stereo not given)	i	-9.7%	11.7	-18.9%	i	.	-9.2%
41	CCOc1ccc(C(=O)NC2CCCN(c3cc(-c4ccc(OC)cc4)[nH]n3)C2)cc1OCC (stereo not given)	?	6.6%	9.3	0.7%	-4.8%	-18.6%	-14.9%
42	CC(=O)N1CCC(N[C@@H]2CO[C@H](CNC(=O)c3ccncc3)[C@H]2O)CC1	-4.3%[172 µM]	36.5%[activator][87.6 µM]	-0.7	3.3%[87.6 µM]	-1.4%[88.5 µM]	-2.6%[172 µM]	5.0%[174 µM]
43	O=C(Nc1cccc(C(=O)N2CCN(c3ccc(Cl)cc3)CC2)c1)c1nsc2ccccc12	.	45.6%[activator]	3.2	7.6%	.	.	.
44	Cc1ccc(C)c(NC(=O)Cn2nnc(C(=O)NCc3ccco3)c2N)c1	.	?	-13.6	-14.6%	.	.	.
45	COc1ccc(Nc2ccnc(N3CCN(C(=O)Nc4ccccc4)CC3)n2)cc1	25.1µM*	-6.1%	0.0	-6.2%	-5.2%	.	?
46	COc1cccc(CN2CCC(F)(C(=O)N3CCCC3)CC2)c1OC	?	11.7%	7.9	-12.1%	i	.	?
47	COCC1CN(C(=O)CC2=CCCCC2)CC12CCNCC2 (stereo not given)	-4.0%	-21.0%	9.5	-2.9%	i	-5.9%	-8.1%
48	O=S(=O)(NCCc1nnc2ccc(SCc3ccc(C(F)(F)F)cc3)nn12)c1ccccc1	.	?	-3.8	-2.4%	.	.	.
49	Cc1ccc(NC(=O)c2oc3ccccc3c2NC(=O)C23CC4CC(CC(C4)C2)C3)cc1	.	-8.6%	-5.8	4.8%	.	.	.
50	CNC(=O)C1CCN(c2nccc(Nc3ccccc3OC)n2)CC1	?	39.5%[activator][87.6 µM]	15.6	-0.7%[87.6 µM]	i	.	?
51	CCc1cccc(C)c1NC(=O)C1CCN(c2nn3c(=O)cc(C)nc3s2)CC1	.	17.4%	8.3	6.5%	.	.	.
52	Cc1cc2c(cc1S(=O)(=O)N(C)CC(=O)Nc1ccc(C#N)cc1)OCC(=O)N2	.	11.0%	6.1	7.7%	.	.	.
53	CCCCC(CC)CNC(=O)Cc1ccc(-n2c(=O)[nH]c3ccccc3c2=O)cc1 (stereo not given)	.	-7.9%	16.5	?	.	.	.
54	COc1ccc(NC(=O)C2CCCN(S(=O)(=O)c3ccc4c(c3)oc(=O)n4C)C2)c(OC)c1 (stereo not given)	.	-7.2%	-13.7	7.0%	.	.	.
55	Cc1cccc(Cn2nc(-c3cccnc3)nc2C2(C(N)=O)CC2)c1	i	3.1%	10.0	-10.9%	-9.6%	0.5%	2.7%
56	CCCn1c(=O)c2sccc2n2c(CCCC(=O)NC3CCCCC3)nnc12	.	48.0%[activator]	17.5	1.3%	.	.	.
57	Cc1ccc2nc(-c3ccc(O)cc3)c(Nc3ccc4c(c3)OCCO4)n2c1	.	?	-15.2	-10.1%	.	.	.

Molecules from the list above that contain a thiophene ring, fused or not, in the order listed:
item	smiles	HEK cytotox	SNCA expr inhib	IP6K1 inh	HEK293 viab	GPT2 inh	Luciferase inh	NIH3T3 tox
36	O=C(N[C@H](c1cccs1)C1CC(O)C1)c1n[nH]c2c1COCC2 (stereo not given in full)	-5.9%	11.9%	9.7	9.9%	-0.4%	-2.2%	3.5%
56	CCCn1c(=O)c2sccc2n2c(CCCC(=O)NC3CCCCC3)nnc12	.	48.0%[activator]	17.5	1.3%	.	.	.
